Bioassay records (PubChem BioAssay)
TRPV1 agonist = human TRPV1 agonism | TRPV1-expressing cells, Fluo-8 calcium influx, agonist mode | AID 540275 | activation, % at 8.33 µM | hit rate 0.19% among 320,000; in the data active means activation above about 80%; inconclusive means between about 30% and that limit; further: 0% is about no effect
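Fluo-8 calcium influx in TRPV1-expressing cells, kinetic read (ex 480/em 520 nm). Compound added and read 3 min for agonist activity, followed by capsaicin at EC20 final and 2 min further read for enhancement.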
ELG1 genotoxic = induces genotoxicity in HEK293T cells with luciferase-tagged ELG1; HEK293T ELG1-luciferase reporter, luminescence, 16 h; Potency, µM (highest dose often 46 µM), inactives show top-dose activity change, positive = activation, usual class: activators; hit rate 1.3% among 330,000; AID 504466; further: potency means the concentration at half of the fitted maximal effect; % of control where 0% means no effect; nearly all actives have a fitted effect of over 60% in size
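16 hr compound incubation (37 °C, 5% CO2) of HEK293T cells carrying luciferase-tagged ELG1; luciferase then measured by ONE-Glo luminescence after 30 min at RT.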
p53 reactivation = mutant p53 re-activation in reporter cells | H1299 p53-A138V BP100-luciferase reporter, luminescence, 24 h | Potency, µM (titrated, usually from 92.2 µM), without a hit: at the top dose activity change, positive = activation, usual class: activators | hit rate 0.063% among 320,000; further: potency means the concentration at half of the fitted maximal effect; % of control where 0% means no effect; nearly all actives have a fitted effect of over 45% in size
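H1299 (p53-null), stable ts p53-A138V + BP100-Luc; 1000 cells/well, Opti-MEM/10% FBS; cpd 4 pt, 1:5; 24 h, 37 deg C, 5% CO2; detection reagent 10 min RT; luminescence.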
PTAP TSG101 blk = blocks PTAP/TSG101 interaction to inhibit HIV-1 budding | Fluorescence polarization, FITC-PTAP peptide / Tsg101 binding | Potency, µM (doses to about 115 µM), for the others: top-dose activity change, negative = inhibition, most hits filed as inhibitors | 340,000 tested, under 10 active; active means well fitted inhibition curve with a large enough effect in the main read-out, with a control signal flat, not every such curve was filed as active; inconclusive means small, poorly fitted or top-dose-only effect, or effect the other way, or a change in a side signal; inactive means no such curve, though single readings can be large or run the other way; further: potency means the concentration at half of the fitted maximal effect; % of control where 0% means no effect
Target sequence (Q99816 whole entry, looked up): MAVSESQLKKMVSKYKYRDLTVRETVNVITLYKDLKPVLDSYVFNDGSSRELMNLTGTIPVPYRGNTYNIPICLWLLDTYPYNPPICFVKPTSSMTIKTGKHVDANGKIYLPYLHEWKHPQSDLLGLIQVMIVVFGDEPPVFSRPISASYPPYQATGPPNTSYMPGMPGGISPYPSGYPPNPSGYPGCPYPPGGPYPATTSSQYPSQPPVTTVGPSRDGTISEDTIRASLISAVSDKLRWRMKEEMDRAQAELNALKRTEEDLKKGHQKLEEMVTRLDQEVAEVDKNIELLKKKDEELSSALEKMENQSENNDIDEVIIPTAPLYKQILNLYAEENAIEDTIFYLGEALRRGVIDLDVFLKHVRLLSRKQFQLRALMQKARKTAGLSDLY
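FP read-out: FITC-PTAP peptide, 50 nM final, binding Tsg101 binding domain, 10 uM final; 20 min, r.t.; 10 mM HEPES pH 7.5, 0.15 M NaCl, 0.01% Tween 20, 3 mM EDTA, 0.1 mM TCEP.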
Eya2 phos inh = Eya2 (human) phosphatase inhibition. Potency, µM (doses to about 76.9 µM), inactives show at the top dose activity, negative = inhibition, usual class: inhibitors. AID 488837. hit rate 0.006% among 330,000. recombinant Eya2, OMFP fluorescence dephosphorylation (OMFP is methylfluorescein phosphate); further: potency means the concentration at half of the fitted maximal effect; on the % scale 0 is the no-effect control and ±100 the full control effect
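Eya2 protein (added as 0.2 uM solution) was preincubated with compound for 10 min at ambient temperature in 50 mM HEPES pH 7.5, 50 mM NaCl, 5 uM MgCl2, 0.05% BSA, 1 mM DTT. OMFP (added at 50 uM) then reacted 10 min; fluorescence read at 485/525 nm.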
BRCA1 expr act = increases BRCA1 expression. MCF7-BRCA1-FFLuc reporter, luminescence, 48 h; response scale: scaled: vehicle 0%, 10 µM genistein 100%. Potency, µM (titrated, usually from 46.1 µM), without a hit: at the highest dose activation, usual class: activators. hit rate 1.1% among 380,000. AID 624202; further: potency means the concentration at half of the fitted maximal effect; nearly all actives have a fitted effect of over 80% in size; some results filed as inactive show a strong effect at the top dose
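48 h compound treatment of MCF7-BRCA1-FFLuc cells (phenol-red free MEM, 37 °C), then 15 min with luciferase substrate and luminescence imaging.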
S-ASM inh = blocks human secretory acid sphingomyelinase; Potency, µM (highest dose often 57.5 µM), without a hit: at the highest dose activity change, negative = inhibition, hits mostly inhibitors; hit rate 0.006% among 340,000; placental ASM, HMU-PC fluorogenic substrate, 60 min; AID 504937; further: potency means the concentration at half of the fitted maximal effect
Target sequence (P17405 47-631 limits assumed): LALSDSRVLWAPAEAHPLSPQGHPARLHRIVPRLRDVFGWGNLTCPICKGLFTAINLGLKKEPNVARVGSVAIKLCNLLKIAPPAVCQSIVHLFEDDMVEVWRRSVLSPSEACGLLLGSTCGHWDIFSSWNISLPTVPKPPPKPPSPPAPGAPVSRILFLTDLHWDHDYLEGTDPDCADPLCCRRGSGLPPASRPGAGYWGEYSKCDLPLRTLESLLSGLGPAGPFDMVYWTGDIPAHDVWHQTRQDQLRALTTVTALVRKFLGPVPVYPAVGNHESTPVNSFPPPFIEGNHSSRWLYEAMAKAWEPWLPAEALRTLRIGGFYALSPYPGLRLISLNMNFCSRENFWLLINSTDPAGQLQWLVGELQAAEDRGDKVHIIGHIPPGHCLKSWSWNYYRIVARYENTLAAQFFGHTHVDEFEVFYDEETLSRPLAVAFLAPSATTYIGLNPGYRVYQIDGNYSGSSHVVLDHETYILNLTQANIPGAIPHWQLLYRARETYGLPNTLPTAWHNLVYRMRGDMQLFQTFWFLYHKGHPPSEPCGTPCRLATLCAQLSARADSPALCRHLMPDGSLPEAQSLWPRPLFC
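qHTS format. ASM enzyme prepared from human placenta hydrolyses the fluorogenic substrate HMU-PC0 (9 uM final) over 60 min at 37 °C after a 10 min compound preincubation.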
uPA surface inh = cell surface uPA generation inhibition | cell surface uPA generation assay, qHTS | hit rate 0.31% among 330,000 | Potency, µM (highest dose often 38.3 µM), for the others: at the highest dose activity change, negative = inhibition, actives largely listed as inhibitors; active means well fitted inhibition curve with a large enough effect; inconclusive means small, poorly fitted or top-dose-only effect; inactive means no such curve, though single readings can be large or run the other way; tested in mouse RAW 264.7 cells; further: potency means the concentration at half of the fitted maximal effect; on the % scale 0 is the no-effect control and ±100 the full control effect; nearly all actives have a fitted effect of over 55% in size
Integrin act MD = activators of alpha7 integrin expression for muscular dystrophy; alpha7betagal myoblasts, beta-gal FDG fluorescence, 48 h; Potency, µM (highest dose often 38.3 µM), for inactives: top-dose activation, usual class: activators; hit rate 0.064% among 350,000; AID 624291;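 further: potency means the concentration at half of the fitted maximal effect; 100% = response of the positive control SU9516; nearly all actives have a fitted effect of over 60% in size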
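alpha7betagal+/- myoblasts (passage 13, 250/well) treated 48 h at 37C with compounds at 1:260 dilution of DMSO stock. Lysed, then beta-galactosidase activity read as FDG fluorescence (ex 480/em 540) after 30 min, with pre-read for autofluorescence.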
USP2a block = USP2a (human) protease inhibition; Potency, µM (top dose mostly 38.3 µM), inactives show top-dose activity change, negative = inhibition, actives largely listed as inhibitors; O75604; hit rate 0.01% among 330,000; USP2 core, Ub-CHOP2 coupled fluorogenic reporter, 485/531;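 further: potency means the concentration at half of the fitted maximal effect; plate controls were DMSO wells for no effect and full inhibition by NEM control for full effect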
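Deubiquitinase activity read as fluorescence (485/531 nm) after Ub-CHOP2 cleavage activates the enterokinase reporter on its substrate; USP2 core 10nM, Ub-CHOP2 and substrate 25nM each, 30min compound preincubation then 60min RT; data normalized to NEM, curves fitted.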
B2AR arrestin = beta2AR (human) beta-arrestin recruitment activity; beta-arrestin recruitment to beta2AR, cell-based reporter; Potency, µM (top dose mostly 46.1 µM), without a hit: at the top dose activation, hits mostly activators; hit rate 0.02% among 330,000; AID 492947;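 further: potency means the concentration at half of the fitted maximal effect; 0% = DMSO controls and full agonism = EC100 isoproterenol or metaproterenol; nearly all actives have a fitted effect of over 65% in size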
Active calls of the source: *; ? = inconclusive; . = no result given; [ ] = remark or other dose. Unless noted, the call rests on the fitted dose curve; in most records, active means well fitted curve in the direction sought with a large enough effect; inconclusive means small, poorly fitted or top-dose-only effect, or another doubt; inactive means no such curve, though single readings can be large; an effect the other way counts as inactive or inconclusive.

Abbreviations: A = TRPV1 agonist; B = ELG1 genotoxic; C = p53 reactivation; D = PTAP TSG101 blk; E = Eya2 phos inh; F = BRCA1 expr act; G = S-ASM inh; H = uPA surface inh; I = Integrin act MD; J = USP2a block; K = B2AR arrestin
molecule: CC1CCCCC1NC(=O)c1nn(C)c2c1CS(=O)(=O)c1ccccc1-2 (centres undefined)
  A = 5 | B = -9% | C = -3% | D = -3% | E = 3% | F = 2% | G = -2% | H = 3% | I = -15% | J = -1% | K = -0.4%

molecule: COc1ccc(N2CCN(c3nc4cc(C)ccc4cc3C=O)CC2)cc1
  A = 1 | B = -12% | C = -4% | D = -3% | E = 0% | F = -51% | G = -17% | H = 0% | I = -12% | J = -2% | K = -0.6%

molecule: O=C(O)CCc1nn2c3ccccc3n(CCN3CCCCC3)c2nc1=O
  A = 2 | B = 5% | C = -3% | D = 0% | E = 12% | F = 1% | G = -2% | H = . | I = 11%[7.66 µM] | J = 3% | K = -0.7%

molecule: N/C(Cc1cccc2ccccc12)=N\OC(=O)c1ccccc1F
  A = 3 | B = 2% | C = 10% | D = -3% | E = 0% | F = -3% | G = 2% | H = 0% | I = 14% | J = 1% | K = 0.0%

molecule: Cc1cc(C)nc(N2CCN(c3nc(C)cc(C)n3)CC2)n1
  A = 1 | B = 3% | C = 4% | D = . | E = 9% | F = . | G = . | H = . | I = . | J = -2% | K = -0.3%

molecule: COc1ccccc1C(=O)NCCN1CCN(C(=O)c2ccccc2OC)CC1
  A = 0 | B = 0% | C = -3% | D = -6% | E = 6% | F = -6% | G = 1% | H = 1% | I = 5% | J = 1% | K = 0.1%

molecule: COc1c(Cl)ccc(Cl)c1C(=O)NC(=O)N1CCOCC1
  A = 2 | B = 2% | C = 4% | D = -6% | E = -9% | F = -8% | G = 4% | H = 1% | I = 6% | J = 0% | K = -0.2%

molecule: O=C(NCC1CCCO1)c1csc(Nc2cccc3ccccc23)n1 (centres undefined)
  A = 0 | B = ? | C = 15% | D = -2% | E = 0% | F = -40% | G = -1% | H = -99% | I = 21% | J = 0% | K = -0.1%

molecule: CCOc1ccc(NC(=O)C(C)Sc2nnc(C)n2C)cc1 (centres undefined)
  A = -2 | B = -6% | C = -5% | D = -7% | E = -20% | F = 22% | G = -6% | H = -7% | I = 6% | J = 2% | K = -0.3%

molecule: Cc1ccc(NC(=O)Nc2ccc(Cl)cc2)c(Br)c1
  A = 9 | B = ? | C = ? | D = -7% | E = 3% | F = 76% | G = -2% | H = 1% | I = -16% | J = 3% | K = -0.7%

molecule: Cc1ccc(OC(=O)c2cccc(S(=O)(=O)N3CCCC3)c2)c(-n2nc3ccccc3n2)c1
  A = -2 | B = ? | C = ? | D = -1% | E = -5% | F = ? | G = 8% | H = -20% | I = 3% | J = 0% | K = 3.2%

molecule: O=C(NC(=S)Nc1ccccc1N1CCCCC1)c1ccc(-c2cccc([N+](=O)[O-])c2)o1
  A = -1 | B = 1% | C = 3% | D = -1% | E = 15% | F = -35% | G = -9% | H = 4% | I = 4% | J = -1% | K = -0.8%

molecule: CN(C)C(=O)CSc1nnc(-c2ccc(S(=O)(=O)N3CCCC3)cc2)n1C
  A = -2 | B = -2% | C = 0% | D = -7% | E = -2% | F = -2% | G = -4% | H = 1% | I = 4% | J = 1% | K = 0.1%

molecule: CCN(CC(=O)Nc1cc(Cl)ccc1C)C(=O)c1ccc(N2CCCC2=O)cc1
  A = 2 | B = 0% | C = 0% | D = -6% | E = -7% | F = 10% | G = 4% | H = 8% | I = -17% | J = -2% | K = -0.1%

molecule: O=C(NCC(=O)N1CCC2(CC1)NCCc1[nH]cnc12)c1cccc(Cl)c1
  A = -4 | B = 3% | C = 12% | D = 8% | E = 1% | F = 21% | G = -2% | H = 0% | I = 27% | J = 4% | K = 0.1%

The last three records of the part above are carried over, then new ones follow.
Abbreviations: A = TRPV1 agonist; B = ELG1 genotoxic; C = p53 reactivation; D = PTAP TSG101 blk; E = Eya2 phos inh; F = BRCA1 expr act; G = S-ASM inh; H = uPA surface inh; I = Integrin act MD; J = USP2a block; K = B2AR arrestin
molecule: CN(C)C(=O)CSc1nnc(-c2ccc(S(=O)(=O)N3CCCC3)cc2)n1C
  A = -2 | B = -2% | C = 0% | D = -7% | E = -2% | F = -2% | G = -4% | H = 1% | I = 4% | J = 1% | K = 0.1%

molecule: CCN(CC(=O)Nc1cc(Cl)ccc1C)C(=O)c1ccc(N2CCCC2=O)cc1
  A = 2 | B = 0% | C = 0% | D = -6% | E = -7% | F = 10% | G = 4% | H = 8% | I = -17% | J = -2% | K = -0.1%

molecule: O=C(NCC(=O)N1CCC2(CC1)NCCc1[nH]cnc12)c1cccc(Cl)c1
  A = -4 | B = 3% | C = 12% | D = 8% | E = 1% | F = 21% | G = -2% | H = 0% | I = 27% | J = 4% | K = 0.1%

molecule: CCc1ccc(N=CC23c4ccccc4C(c4ccccc42)C2C(=O)N(c4ccc(OC)cc4)C(=O)C23)cc1 (centres undefined)
  A = . | B = -7% | C = 4% | D = -5% | E = 8% | F = -64% | G = 0% | H = -8% | I = -39% | J = -4% | K = -0.2%

molecule: CCc1ccc2c(c1)c1nc(C)sc1n2CC
  A = . | B = 5% | C = -3% | D = -3% | E = 9% | F = -1% | G = -2% | H = -4% | I = -1% | J = 0% | K = 0.2%

molecule: O=C(NCCN1CCOCC1)c1ccc2c(c1)N(Cc1cccc(F)c1)C(=O)c1ccccc1S2
  A = 11 | B = -2% | C = 9% | D = -9% | E = 6% | F = -22% | G = -3% | H = 4% | I = 37% | J = -1% | K = 0.1%

molecule: CC1CN(C(=S)Nc2ccccc2)CC(C)O1 (centres undefined)
  A = 10 | B = 6% | C = . | D = -7% | E = 5% | F = 23% | G = 0% | H = 24% | I = 9% | J = -3% | K = -0.3%

molecule: CN(C)C(CNC(=O)c1cccc(C(F)(F)F)c1)c1ccco1 (centres undefined)
  A = 9 | B = 4% | C = 8% | D = 1% | E = 14% | F = -6% | G = 2% | H = 1% | I = 6% | J = 1% | K = -0.1%

molecule: O=C(NCc1cccnc1)c1cc(S(=O)(=O)N2CCCCC2)ccc1Cl
  A = 18 | B = -1% | C = -13% | D = -4% | E = -3% | F = -12% | G = 4% | H = 0% | I = 11% | J = 0% | K = -0.2%

molecule: Cc1ccc(CC(=O)Nc2ccc(S(=O)(=O)Nc3nccc(C)n3)cc2)cc1
  A = -3 | B = 0% | C = . | D = 0% | E = 10% | F = -10% | G = 7% | H = 3% | I = 1% | J = 0% | K = -0.4%

molecule: O=C1c2cc(O)c(O)cc2OC(c2ccc(O)c(O)c2)C1O (centres undefined)
  A = . | B = . | C = . | D = -2% | E = . | F = -1% | G = -5% | H = 1% | I = -14% | J = . | K = .

molecule: CCC(C)C(NC(=O)[C@@H](NC(=O)c1ccccc1F)C(C)C)C(=O)OC (some centres undefined)
  A = 0 | B = -1% | C = -2% | D = -3% | E = 8% | F = -18% | G = 1% | H = 1% | I = 2% | J = 0% | K = -0.2%

molecule: CC(C)c1ccccc1-n1c(SCC(=O)N2CCN(c3ccccc3)CC2)nnc1-c1cccnc1
  A = 5 | B = 3% | C = -3% | D = 1% | E = -17% | F = -53% | G = -2% | H = 7% | I = 8% | J = 0% | K = -0.5%

molecule: CC1=NN(C(=O)Cn2ccc([N+](=O)[O-])n2)C(O)(C(F)(F)F)C1 (centres undefined)
  A = 0 | B = -1% | C = -6% | D = 2% | E = 5% | F = -41% | G = 2% | H = 6% | I = 0% | J = 5% | K = 0.2%

molecule: CN(C)CCCOc1cccc(Cl)c1
  A = 2 | B = -2% | C = -10% | D = 0% | E = -7% | F = 13% | G = 2% | H = 1% | I = 21% | J = -8% | K = -0.4%

molecule: Nn1c(SCC(=O)Nc2ccccc2F)nnc1-c1cccs1
  A = 0 | B = -9% | C = -2% | D = -4% | E = 2% | F = -14% | G = 1% | H = 1% | I = -1% | J = 2% | K = 0.0%

molecule: O=C(CCS(=O)(=O)c1cccs1)Nc1ccc(C(=O)NC2CCCC2)cc1
  A = -1 | B = -2% | C = 1% | D = -4% | E = 3% | F = -23% | G = 3% | H = 2% | I = -34% | J = 1% | K = -0.1%

molecule: CCN(CC(=O)Nc1ccccc1C(F)(F)F)C(=O)CCS(=O)(=O)c1ccc(C)cc1
  A = -3 | B = -10% | C = -1% | D = -1% | E = 12% | F = -12% | G = 1% | H = -22% | I = 12% | J = -1% | K = -0.4%

molecule: Cc1ccc(F)cc1NC(=O)CCNC(=O)c1ccc([N+](=O)[O-])cc1
  A = 1 | B = -1% | C = 2% | D = -7% | E = ? | F = 5% | G = 1% | H = -1% | I = 0% | J = 4% | K = -0.5%

molecule: BrC(=C\c1ccccc1)/C=N/N1CCN(c2ccccn2)CC1
  A = 4 | B = ? | C = ? | D = 0% | E = -23% | F = 55% | G = 0% | H = -5% | I = 9% | J = -3% | K = 5.0%
